# NR5A2 inv ag = LRH-1 (NR5A2) inverse agonists, primary screen, cell-based, luminescence, HEK293T, StAR-luciferase reporter | Nuclear receptor subfamily 5 group A member 2 (Homo sapiens), O00482 | LRH-1 transfected, 24 h | inhibition, % at 3.6 µM | 0.13% of 360,000 active | AID 602396, 2012;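 active = inhibition above the mean inhibition of all tested compounds plus 3 SD, cut at about 73% in these data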;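 also: 0% = DMSO wells and 100% = reporter-only cells lacking LRH-1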
# Target sequence (O00482 whole entry, looked up): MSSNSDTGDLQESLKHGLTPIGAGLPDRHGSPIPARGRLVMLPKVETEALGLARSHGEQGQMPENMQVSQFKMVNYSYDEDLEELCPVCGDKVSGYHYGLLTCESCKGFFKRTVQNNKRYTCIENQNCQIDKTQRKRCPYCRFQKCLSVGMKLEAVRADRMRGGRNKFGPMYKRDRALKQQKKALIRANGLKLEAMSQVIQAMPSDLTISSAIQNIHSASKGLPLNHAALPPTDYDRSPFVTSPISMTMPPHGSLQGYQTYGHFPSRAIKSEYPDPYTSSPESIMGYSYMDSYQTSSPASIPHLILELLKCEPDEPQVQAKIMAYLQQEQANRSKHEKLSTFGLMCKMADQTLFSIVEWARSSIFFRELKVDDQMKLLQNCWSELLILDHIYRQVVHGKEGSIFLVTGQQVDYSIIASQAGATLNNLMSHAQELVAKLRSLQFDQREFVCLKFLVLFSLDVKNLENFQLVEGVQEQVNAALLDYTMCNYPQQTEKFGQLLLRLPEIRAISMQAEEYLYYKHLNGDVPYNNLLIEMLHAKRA
# C8 TRAIL sens = viability loss with TRAIL in NB7+C8 cells, primary screen, TRAIL sensitizer project, cell-based, ATPlite luminescence | inhibition (viability loss, TRAIL sensitization), % at 10 µM | 1% of 360,000 active;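 active = compounds causing at least 50% loss of cell viability in the single-dose screen, relative to plate controls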
# CF NFkB block = inhibitors of PAF-induced NF-kB signaling, primary screen, cell-based, GFP fluorescence, uHTS | KKLEB NF-kB-GFP reporter, GFP fluorescence overnight | inhibition, % at 5 µM | AID 588850, 2011 | 0.86% of 360,000 active;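 active = at least 50% inhibition at 5 µM, scaled per plate between neutral and stimulator controls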;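 also: PAF is a Pseudomonas aeruginosa culture filtrate used as stimulus; plate controls were PAF-stimulated DMSO wells for no effect and unstimulated DMSO wells for full effect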
# EBV LMP1 NFkB = EBV LMP1-driven NF-kappaB luciferase reporter inhibitors, primary screen, cell-based, luminescence, single point; LMP1-induced NF-kappaB luciferase reporter cells; inhibition, % at 12.5 µM; 0.69% of 350,000 active; in the data active = inhibition above about 41%;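 also: 0% = neutral control wells and 100% = reference inhibitor control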
# KKLEB cytotox = cytotoxicity in KKLEB CF airway cells, primary screen, cytotoxicity control for CF NF-kB inhibitor project, cell-based, uHTS, fluorescence assay plates | KKLEB CF airway cells viability, ATPlite luminescence, overnight; stronger effect = lower value; cells stimulated with P. aeruginosa culture filtrate | activity change (cytotoxicity), % at 5 µM | 0.36% of 360,000 active;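 active = corrected activity change at or below -50% at 5 µM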
# TROY signal inh = inhibitors of TROY-driven NF-kB signaling, primary screen, Q293 LMP1-TROYcd cells, NF-kB luciferase, uHTS | 0.98% of 360,000 active | AID 1347056, 2019 | Q293 LMP1-TROYcd NF-kB luciferase reporter, 4 h | inhibition, % at 10 µM;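 active = compounds whose plate-normalised and pattern-corrected inhibition of the luciferase reporter signal at the single screening dose is 50% or more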
# TWEAK-Fn14 inh = inhibitors of TWEAK-Fn14 signaling, primary screen, luciferase reporter cells, uHTS; TWEAK-stimulated Fn14 reporter cells, luciferase luminescence, 8 h; inhibition, % at 10 µM; 2% of 360,000 active; AID 1159606, 2016; in the data active = inhibition above about 50%
# COUP-TFII inh = NR2F2 transcriptional activity inhibitors, primary screen, cell-based, luciferase reporter, HEK293T, luminescence; HEK293T NGFI-A luciferase reporter; inhibition, % at 8.6 µM; 0.7% of 370,000 active;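 active = inhibition above a per-plate cutoff, mean inhibition of test wells between control levels plus 3 SD, cut at about 38% in these data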;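 also: cells cotransfected with COUP-TFII expression vector driving the NGFI-A reporter; 0% = median of COUP-TF2 test wells and 100% = reporter-only cells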
# Target sequence (P24468 whole entry, looked up): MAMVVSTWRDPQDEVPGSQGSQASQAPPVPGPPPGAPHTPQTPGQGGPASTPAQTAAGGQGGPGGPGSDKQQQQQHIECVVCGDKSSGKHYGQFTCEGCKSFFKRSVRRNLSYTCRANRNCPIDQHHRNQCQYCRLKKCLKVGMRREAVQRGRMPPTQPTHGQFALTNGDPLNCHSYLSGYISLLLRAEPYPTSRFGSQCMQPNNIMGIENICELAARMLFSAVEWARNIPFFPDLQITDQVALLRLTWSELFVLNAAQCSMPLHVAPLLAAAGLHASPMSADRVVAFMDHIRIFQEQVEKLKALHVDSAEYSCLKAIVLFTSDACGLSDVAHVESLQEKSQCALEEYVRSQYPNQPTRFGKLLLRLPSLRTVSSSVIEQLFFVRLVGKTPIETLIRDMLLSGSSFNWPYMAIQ
# NCOA2 inhibitor = inhibition of GAL4-SRC2 driven luciferase reporter, primary screen, SRC2 inhibitor project, cell-based, luminescence; Nuclear receptor coactivator 2 (Homo sapiens), Q15596; HEK293 GAL4-SRC2 luciferase reporter; inhibition, % at 9 µM; 0.17% of 370,000 active;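 active = inhibition above the mean inhibition of all tested compounds plus 3 SD, set per campaign, cut at about 52% in these data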;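 also: 0% = DMSO treated cells and 100% = cells given Gossypol at 36 µM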
# NCOA1 inh = SRC1 coactivator transcriptional activity inhibitors, primary screen, cell-based, luminescence; Nuclear receptor coactivator 1 (Homo sapiens), Q15788; HEK293 GAL4-SRC1 luciferase reporter; 0.12% of 360,000 active; inhibition, % at 3.6 µM;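 active = inhibition above the campaign mean plus 3 SD, with each screening campaign given its own cutoff, cut at about 60% in these data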;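 also: 0% = DMSO treated cells and 100% = gossypol at 36 µM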
# SRC3 inh = SRC3 coactivator transcriptional activity inhibitors, primary screen, cell-based, luminescence; HEK293 GAL4-SRC3 luciferase reporter; 0.17% of 360,000 active; inhibition, % at 3.6 µM;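 active = inhibition above a per-campaign cutoff, the mean of all compounds plus 3 SD, cut at about 60% in these data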;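 also: 0% = DMSO-treated cells and 100% = gossypol-treated cells at 36 µM; higher means less SRC3-driven luciferase light from the GAL4 reporter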
# Starred values were filed as active, the others as inactive; / = no result given.
SMILES	NCOA2 inhibitor	TROY signal inh	COUP-TFII inh	NR5A2 inv ag	KKLEB cytotox	CF NFkB block	TWEAK-Fn14 inh	SRC3 inh	C8 TRAIL sens	EBV LMP1 NFkB	NCOA1 inh
COc1ccc(N2CCN(C(=O)C3Cc4ccccc4CN3C(=O)c3ccccc3)CC2)cc1 (stereo unspecified)	-59	-18	-12	-25	5	-6	-13	-38	-7	-22	-63
CC(C)(C)c1ccc(C(=O)N2CCN(c3ncccn3)CC2)cc1	5	2	2	-2	3	8	21	9	9	-1	-19
COc1ccc(C(=O)COC(=O)CCc2ccccc2)cc1	-8	-9	-20	16	6	-12	14	16	1	-1	6
CN(C)S(=O)(=O)NCCNC(=O)c1cc(OCC(F)(F)F)ccc1OCC(F)(F)F	-26	2	-6	-10	-10	9	-16	6	0	9	9
Cc1ccc(Nc2nc(CSc3nnc(-c4ccncc4)n3C)cs2)cc1	-76	41	-65	-96	-32	-1	53*	-68	76*	17	-76
CCC(C)NC(=O)C1CCCCN1S(=O)(=O)c1ccc(F)cc1 (stereo unspecified)	-1	-2	3	-3	-9	4	7	7	19	-16	6
CCC(=O)Nc1nnc(CSCc2ccccc2)s1	-4	2	-6	-8	0	-1	-11	-4	-9	4	-18
COc1ccc(C(=O)O)cc1S(=O)(=O)N1CCN(c2ccccn2)CC1	0	-17	11	21	-4	0	20	6	-1	4	1
Cc1cc(=O)oc2cc(OC(=O)c3ccco3)ccc12	-8	11	-18	-1	6	-8	-4	8	-20	-5	14
Cc1ccc(OC(=S)Nc2ccc(F)cc2)cc1	-5	-3	8	19	-2	9	-1	-11	-5	-6	-8
COc1cc(CN2CCC(n3nccc3NC(=O)c3ccc4c(c3)OCO4)CC2)ccc1O	-31	-12	-11	5	-5	15	-4	0	-32	-7	8
COc1ccc(-c2csc(NC(=O)CSc3n[nH]c(N)n3)n2)cc1	10	-1	15	-9	4	-30	24	-32	-2	-27	-8
CC(=O)c1cccc(NC(=O)C2CCCN2S(=O)(=O)c2cccs2)c1 (stereo unspecified)	5	-34	1	11	-4	4	12	-1	-8	3	7
N/C(=N/OC(=O)c1ccccc1Cl)c1nonc1N	-66	36	-50	-44	11	-26	27	-30	6	-15	-57
N#Cc1ccsc1NC(=O)CSc1nncs1	-37	-19	-52	-74	-5	-11	26	-83	10	-18	-96
CCCC(O)(CCC)C(=O)NN(C(=O)CCl)c1cccc(C)c1	31	4	17	-14	-35	40	38	30	6	1	3
COc1ccc(CCNC(=O)/C=C/C(=O)O)cc1OC	18	21	6	8	14	0	2	6	-9	0	0
CN(C)c1ccc(CNC(=O)C2(C)Cc3c(-c4cccc(C(F)(F)F)c4)ccnc3O2)cc1 (stereo unspecified)	-15	18	-2	-29	-16	19	9	-10	23	/	10
COc1cccc(-c2nc(CS(=O)(=O)CC(=O)NCCCc3ccccc3)c(C)o2)c1	-1	17	1	-6	-1	-25	32	-15	8	6	-17
CC(C)(C)c1ccc(-c2noc(CCC(=O)NCc3ccco3)n2)cc1	63*	-8	38*	37	-5	5	37	15	34	-10	3
COCc1c(C(=O)N/N=C(/C)c2ccccc2)nnn1-c1nonc1N	-8	-12	16	-8	-7	17	0	21	-1	1	-20
COc1cccc(/C=N/NC(=O)c2ccccc2N(Cc2ccccc2)S(=O)(=O)c2ccccc2)c1OC	-7	10	12	8	-10	-5	7	-3	-5	3	-3
O=C(O)c1ccc([N+](=O)[O-])cc1	-35	3	-3	-16	-7	-38	12	9	-9	-5	-23
Cc1cccc(NC(=S)N2CCCCCC2)c1	-14	17	-4	-31	11	-7	12	-5	3	7	-22
O=C(NC1CCCCC1)C(c1ccc(Cl)cc1)N1CCC2(CC1)OCCO2 (stereo unspecified)	-1	-8	23	-10	1	-1	-1	-11	6	-2	6
O=C(CSc1nc2nc3c(cc2c(=O)n1-c1ccccc1)CCCC3)Nc1ccccc1	-29	6	2	13	-13	9	24	8	0	2	16
CCOc1ccccc1NC(=O)Cc1cccs1	21	15	24	17	7	2	-8	1	-15	-2	15
COc1ccc(Cl)cc1NC(=S)NCc1ccccn1	-4	-3	21	-8	3	-28	6	9	-18	3	-1
COc1ccc(NC(=O)CN(c2ccc(Cl)cc2)S(C)(=O)=O)cc1OC	15	2	-22	7	-10	1	-16	14	3	7	-5
C/C(=N\NC(=O)COc1ccccc1F)c1cc2ccccc2o1	-37	-39	-46	-35	13	-22	-15	-28	0	-16	-26
O=C(Nc1ccc2c(c1)OCO2)C1Cc2c(-c3ccc4c(c3)OCO4)ccnc2O1 (stereo unspecified)	7	38	14	11	-12	-2	23	-8	11	/	5
COCc1nnc(NS(=O)(=O)c2ccc([N+](=O)[O-])cc2)s1	-31	-2	-6	5	11	-4	-3	12	-12	-6	2
CC1Sc2ccccc2N(CC(=O)N(C(C)C)C(C)C)C1=O (stereo unspecified)	0	8	-1	7	-1	-3	12	-14	3	1	-6
CN(c1ccccc1)S(=O)(=O)c1nnc(NC(=O)C2CCCCC2)s1	6	-19	-2	22	-3	-15	0	19	19	-5	-2
COc1cccc(C(=O)N2CCN(C(=O)C3COc4ccccc4O3)CC2)c1 (stereo unspecified)	25	-3	-19	4	9	6	-5	-17	-2	9	-9
Cc1cc(C)cc(NC(=S)N2CCN(S(=O)(=O)c3ccccc3)CC2)c1	-11	16	16	12	-4	16	-3	0	-5	-2	0
Cc1cccc(-n2ncc3c(N4CCC5(CC4)OCCO5)ncnc32)c1	-51	-40	-26	-24	-26	22	-6	-46	20	-28	-40
CNC(=O)COc1coc(CN2CCN(c3ccccc3F)CC2)cc1=O	32	15	3	2	-10	6	-5	-32	7	-5	-11
Cc1ccc(S(=O)(=O)Nc2cccc(C(=O)NCC(c3ccccc3)N(C)C)c2)cc1F (stereo unspecified)	8	23	-2	5	-24	11	0	-2	9	26	-8
Cc1cc(Cl)ccc1C1=CC(=O)C[C@H](c2ccc(F)cc2)C1	-13	9	3	11	5	14	-10	0	6	4	-12
O=S(=O)(NCc1ccco1)N1CCCCCC1	-16	-29	-2	-13	0	-1	2	2	0	-4	-1
COc1ccc(CCN(C)C(=O)C2CCN(Cc3cccc(OC)c3OC)CC2)cc1OC	17	3	2	-9	-8	22	-9	4	6	1	-19
COC(=O)Cn1nc(-c2ccccc2)n(-c2ccccc2)c1=S	-42	4	3	-3	1	-8	3	-18	9	13	0
O=C(Nc1ccc(Nc2ccccc2)cc1)c1ccc(Cl)cc1	-4	16	19	-16	-12	3	-3	18	9	-10	0
O=C(Nc1ccc(-n2cccn2)cc1)C1CCN(Cc2ccccn2)CC1	-39	5	27	16	17	-27	1	7	7	0	11
CC(C)NC(=O)c1n[nH]c(=O)c2ccccc12	-9	-22	-12	23	5	10	-9	-5	2	0	12
COc1cccc(CNC(=O)CCS(=O)(=O)c2ccc3c(c2)NC(=O)CO3)c1	-27	-18	-9	10	0	4	7	7	-7	-3	0
COc1ccccc1CNC(=O)CSc1ccc(-c2ccncc2)nn1	-25	-2	9	4	5	-21	-67	13	-14	-3	6
CN1CCN(CCc2cn3ncc(C#N)c3nc2-c2ccc(F)cc2)CC1	-20	-26	-6	-3	9	9	12	1	19	5	1
COc1ccccc1N=c1sc2ccccc2n1C	17	-5	18	13	-1	-11	-14	-14	-15	-2	0
CN1CC(c2ccccc2)C2(SC(=S)N(Cc3ccco3)C2=O)C12C(=O)Nc1ccccc12 (stereo unspecified)	15	19	25	-12	-24	4	42	20	50*	7	-13
CCCNc1nc(-c2cc(C(=O)Nc3ccccc3)on2)cc(C(C)C)n1	23	11	22	32	6	-8	13	5	0	-2	-5
CCn1c(SCC(=O)Nc2ccc(C)cc2)nc2nc3c(cc2c1=O)CCCC3	9	-22	8	-4	-24	20	2	16	34	-6	-13
CC1CN(Cc2csc(-c3ccc(Cl)cc3)n2)CC(C)O1 (stereo unspecified)	-9	48	-2	-41	3	-18	22	-48	15	-5	-41
CC1=C(C(=O)N2CCN(c3cc(C)ccc3C)CC2)C2(CCCCC2)OC1=O	-22	1	-14	13	1	-3	-27	13	-13	0	-40
O=C(NCCC1=CCCCC1)C1CC(=O)N(C2CCCCC2)C1 (stereo unspecified)	13	22	3	-2	3	10	14	-3	2	5	5

# Next section.
SMILES	NCOA2 inhibitor	TROY signal inh	COUP-TFII inh	NR5A2 inv ag	KKLEB cytotox	CF NFkB block	TWEAK-Fn14 inh	SRC3 inh	C8 TRAIL sens	EBV LMP1 NFkB	NCOA1 inh
OCCCc1cn(CC2CCCCC2)nn1	10	-10	-9	-17	0	-2	2	-4	-3	-1	-14
O=C(Nc1ccc(F)cc1)Nc1ccc2ccccc2n1	-2	-51	10	-41	-6	2	-30	-50	21	-12	-51
COc1cccc(-c2nnc(NC(=O)c3ccccc3Br)o2)c1	-26	-13	-18	-12	-15	-16	-37	-10	8	-10	-3
O=C1C=CC(=O)N1c1cccc(-c2ccccc2)c1	-6	-29	-16	-41	5	8	-9	18	5	23	-72
CCOC(=O)c1[nH]c(CN2CCN(c3ccc(OC)cc3)CC2)c(C(=O)OCC)c1C	0	-5	14	-14	-9	12	-27	0	-3	3	-2
CCCCN1C(Nc2ccccc2)=NC[C@@H]1C	17	8	-1	12	-15	1	-9	-37	4	-7	4
O=C(O)CCN1C(=O)c2ccccc2C1=O	10	19	11	-1	1	-9	1	9	-11	-4	-3
c1csc(CCNc2ncnc3sc4c(c23)CCC4)c1	17	54*	67*	46	-21	42	61*	29	27	5	16
CCCS(=O)(=O)N1CCC(C(=O)NCCCOCC)CC1	-7	3	-7	-3	4	-10	6	-3	0	4	5
COc1ccccc1C(=O)NCc1nnc(SC(C)C(=O)Nc2nccs2)n1C (stereo unspecified)	-20	-15	-11	-3	6	0	2	12	1	-2	2
CCOC(=O)C(C)Sc1nnc(Cn2c(=O)sc3ccccc32)n1-c1ccccc1 (stereo unspecified)	7	-2	1	14	6	-7	12	-2	-16	-3	-1
CC1(C(=O)NS(=O)(=O)c2ccc(F)cc2F)CCN1C(=O)Cc1ccccc1Cl (stereo unspecified)	-25	-1	-8	1	10	-16	-4	5	-15	/	-21
